MazF activator: activators of E. coli MazEF toxin-antitoxin RNase, primary screen, biochemical, fluorescence, uHTS; Endoribonuclease toxin MazF (Escherichia coli (strain K12)), P0AE70; FAM/BHQ RNA-DNA oligo cleavage fluorescence, 5 h; activation, % at 20 µM; 0.32% of 350,000 active; in the data active = activation above about 50%
Target sequence (P0AE70 whole entry, looked up): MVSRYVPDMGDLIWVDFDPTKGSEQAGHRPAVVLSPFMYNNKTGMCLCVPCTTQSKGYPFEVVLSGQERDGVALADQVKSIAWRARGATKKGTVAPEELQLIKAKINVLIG
VHR inh abs: VHR1 phosphatase inhibitors, primary screen, biochemical, absorbance, uHTS | Dual specificity protein phosphatase 3 (Homo sapiens), P51452 | AID 1654, 2009 | 0.52% of 290,000 active | inhibition, % at 13.3 µM | recombinant VHR phosphatase, pNPP absorbance; in the data active = inhibition above about 50%; note: some compounds called inactive have numbers as strong as hits
3CLpro inhibitor: SARS-CoV 3CLpro protease inhibitors, primary screen, biochemical, quenched FRET | Replicase polyprotein 1ab (Severe acute respiratory syndrome coronavirus), P0C6X7 | recombinant SARS-CoV 3CLpro, quenched FRET peptide cleavage | inhibition, % at 6 µM | 0.14% of 290,000 active | AID 1706, 2009; in the data active = inhibition above about 12%
FBA Mtb inh: Mtb FBA enzyme inhibitors, primary screen, biochemical, fluorescence, strain H37Rv. Fructose-bisphosphate aldolase (Mycobacterium tuberculosis (strain ATCC 25618 / H37Rv)), …. 2.3% of 360,000 active. inhibition, % at 1 µM. purified M. tuberculosis FBA, fluorescence read-out; in the data active = inhibition above about 27%;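 note: 0% = vehicle and 100% = reference inhibitor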
Target sequence (P9WQA3 whole entry, looked up): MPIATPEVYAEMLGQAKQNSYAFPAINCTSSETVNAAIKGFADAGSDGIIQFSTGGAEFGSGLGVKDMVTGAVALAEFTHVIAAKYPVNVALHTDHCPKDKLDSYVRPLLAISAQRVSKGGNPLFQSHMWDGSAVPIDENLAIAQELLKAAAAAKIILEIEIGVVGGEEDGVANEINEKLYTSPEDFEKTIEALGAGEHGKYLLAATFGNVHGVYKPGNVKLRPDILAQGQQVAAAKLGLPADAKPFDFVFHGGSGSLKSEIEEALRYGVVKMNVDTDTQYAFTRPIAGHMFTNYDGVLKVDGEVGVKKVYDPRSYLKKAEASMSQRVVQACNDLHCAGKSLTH
BioA inh: M. tuberculosis BioA enzyme inhibitors, primary screen, biochemical, plate reader, single point, HTS | 7,8-diaminopelargonic acid synthase BioA (Mycobacterium tuberculosis) | purified M. tuberculosis BioA enzyme | inhibition, % at 9.99 µM | 0.096% of 360,000 active; in the data active = inhibition above about 40%
GDH-TPI inh: GDH-TPI coupling enzyme inhibitors, primary screen, artefact control for M. tuberculosis FBA inhibitor project, biochemical, absorbance, full deck; GDH-TPI coupled enzyme counterscreen, NADH absorbance; inhibition, % at 4.8 µM; 1.2% of 360,000 active; AID 588335, 2011; in the data active = inhibition above about 30%;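 note: 0% = DMSO wells and 100% = wells lacking the enzyme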
Rv3671c protease: Rv3671c serine protease inhibitors, primary screen, biochemical, fluorescence polarization, M. tuberculosis H37Rv | 0.048% of 320,000 active | inhibition, % at 5.96 µM | P9WHR9; in the data active = inhibition above about 38%;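 note: extracellular domain of Rv3671c used as enzyme; 0% = enzyme with DMSO and 100% = no enzyme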
Target sequence (P9WHR9 whole entry, looked up, the tested form may be a part): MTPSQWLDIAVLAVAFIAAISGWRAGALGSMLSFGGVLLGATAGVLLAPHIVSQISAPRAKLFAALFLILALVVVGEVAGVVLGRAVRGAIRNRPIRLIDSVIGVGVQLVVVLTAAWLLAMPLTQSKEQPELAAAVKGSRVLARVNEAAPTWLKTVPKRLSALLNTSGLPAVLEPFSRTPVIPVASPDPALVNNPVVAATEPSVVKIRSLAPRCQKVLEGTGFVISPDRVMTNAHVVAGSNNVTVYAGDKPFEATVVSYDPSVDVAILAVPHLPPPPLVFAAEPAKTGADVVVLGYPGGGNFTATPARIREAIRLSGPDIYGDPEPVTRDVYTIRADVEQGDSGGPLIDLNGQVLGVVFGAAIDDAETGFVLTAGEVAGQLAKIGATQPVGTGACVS
SSB-PriA inh: inhibitors of Klebsiella pneumoniae PriA binding to SSB C-terminal tail, primary screen, biochemical, AlphaScreen | PriA–SSB C-terminal tail interaction (Klebsiella pneumoniae) | AlphaScreen SSBct-PriA binding, biotinylated peptide | inhibition, % at 33 µM | 0.6% of 430,000 active | AID 1272365, 2023; in the data active = inhibition mostly above about 37%, no sharp cut-off; inactive = mostly below about 20%;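 note: plate controls were negative control peptide for no effect and reference peptide for full effect; strong numbers were not always called active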
BH1578 lux ind: inducers of Vibrio cholerae quorum light production without autoinducers, primary screen, BH1578 luxS cqsA deficient, single point. V. cholerae BH1578 lux reporter, luminescence, 6 h. activation, % at 18.7 µM. 0.16% of 350,000 active. AID 588436, 2011; in the data active = activation mostly above about 9.7%, no sharp cut-off; note: not every result past the cut was called active; inactives centre near 0; reference of the scale not given here
Mtb UGM inh: M. tuberculosis UGM enzyme inhibitors, primary screen, biochemical, fluorescence polarization, single point; inhibition, % at 10 µM; purified UGM, fluorescence polarization probe displacement; 0.06% of 320,000 active; AID 504406, 2011; in the data active = inhibition above about 10%, passing the limit was not always enough
* marks the source's active call; other numbers are inactive results; i = inactive; . = not tested or not shown; & = joins results of further samples. The list is partial, so the mix of outcomes need not match the whole.

mol,MazF activator,VHR inh abs,3CLpro inhibitor,FBA Mtb inh,BioA inh,GDH-TPI inh,Rv3671c protease,SSB-PriA inh,BH1578 lux ind,Mtb UGM inh
CCCCc1nnc(NC(=O)CCN2C(=O)C3CC=CCC3C2=O)s1 (centres undefined),0,.,.,3,-1.1,5,-6,-2,i,-0.3
O=C1Nc2ccccc2C(O)(C(=O)NC2CC2)N1c1ccc(Cl)c(Cl)c1 (centres undefined),0,18,-9,-12,1.0,0,0,-13,i,-1.2
COc1ccc(CCN(C)C(=O)c2cc(-c3ccc(C)cc3)nc3ccccc23)cc1OC,5,-7,7,5,0.5,18,-2,6,i,-0.3
O=C(NNC(=O)C1CC1c1ccccc1)Nc1cccc(Cl)c1 (centres undefined),8,29,4,-1,3.4,15,4,-2,-0.2,-1.2
N#CC(C(=O)NC1CCCCC1)c1nc2ccccc2nc1N1CCN(c2ccccc2F)CC1 (centres undefined),-2,16,2,6,-1.8,4,8,-8,5.9,1.1
COc1ccc(-c2nc3n(c2C)CCC3)cc1,13,22,-1,-2,.,3,7,-8,-0.4,0.0
NC(=O)c1ccsc1NC(=O)c1cccs1,1,.,-4,-2,1.7,19,-10,-12,-0.3,-0.7
CCOc1cc(CC(=O)N[C@@H](CC(C)C)c2ccccc2N2CCCCC2)ccc1C(=O)O,-16,3,-3,0,0.0,-6,6,-5,i,-1.5
Cc1cc(C)n2nc(C(=O)NC3CCCc4ccccc43)nc2n1 (centres undefined),-1,17,2,0,-2.5,-2,7,0,-0.3,1.3
CC1(Oc2ccccc2-c2ccno2)CCN(Cc2ccc(-c3ccccc3)o2)C1 (centres undefined),.,.,.,-1,-3.3,12,.,.,i,.
Cc1cc(C)c2c(c1)-c1cc(C)nn1C(c1ccc3c(c1)OCO3)N2 (centres undefined),-3,56*,2,4,1.3,17,-6,-21,i,0.6
CC(C)=CCN1CCN(Cc2cccnc2)CC1CCO (centres undefined),8,26,-5,-3,.,-7,8,-2,0.3,-3.3
O=C(CSc1ccc2nnc(-c3ccncc3)n2n1)Nc1ccc2c(c1)OCO2,5,32,-3,0,-0.6,-2,1,0,-0.1,-0.5
COC(=O)N(C)C[C@@H]1OCc2cnnn2CCCC(=O)N([C@H](C)CO)C[C@H]1C,-5,.,.,3,-1.0&-1.0,9,.,.,-0.4,.
COc1ccc2c(c1)NC(=O)CC(c1ccccc1)=N2,-3,-16,2,-2,-5.6,13,-15,-8,-6.2,0.1
CCCCOc1ccc(S(=O)(=O)NC(=O)C2(C)CCN2C(=O)CCc2ccccc2)cc1 (centres undefined),.,.,.,1,-0.8,3,.,.,-0.4,.
COC(=O)c1cccc(C23CC4(C2)[C@H](CN(Cc2ccc(-c5ccccc5)cc2)[C@@H]4c2ccccc2)C3c2ccc(Cl)nc2)c1 (some centres undefined),-15,7,.,1,-2.8,-3,-23,-2,i,1.8
COc1cccc(-n2c(=O)c3ccccc3n(CC(=O)NCC3CCCO3)c2=O)c1 (centres undefined),2,8,-3,-2,-0.8,-13,0,-9,i,0.4
COC(=O)c1cc(C)sc1NC(=O)c1ccco1,-16,5,0,1,-2.4,8,3,-15,0.2,3.5
Cc1ccc(Nc2cc(C)nc3ncnn23)c(Cl)c1,-1,8,-6,3,3.1,14,2,-3,i,0.0
C=CCC(=O)N1CCCC(C(=O)c2ccc(Cl)cc2)C1 (centres undefined),4,-7,1,1,-0.8,17,4,-10,-0.9,0.7
CCOC(=O)c1cnc(SCC(=O)N2CCOCC2)nc1N,0,22,-1,-2,.,2,8,-15,-0.4,0.8
O=C(COc1ccccc1Cl)Nc1ccc(CN2CCOCC2)cc1,-9,12,-1,2,2.2,4,7,-13,i,0.3
O=C(O)c1ccc(NC2=C/C(=N/S(=O)(=O)c3cccs3)c3ccccc3C2=O)cc1,3,.,.,-6,0.8,18,.,.,-1.4,.
CC(C)c1ccc(C(=O)NC(=S)NCc2cccnc2)cc1,-5,8,2,0,.,2,0,4,-0.7,0.6
O=C(O)CC1=C(Nc2ccccc2)C(=O)N(c2ccccc2)C1c1ccc(Br)cc1 (centres undefined),-1,5,4,-4,.,-9,-2,4,i,4.1
CCOc1c(Cl)cc(CNCC(C)C)cc1Cl,9,.,5,6,0.0,7,3,1,.,0.2
CCCCN=C1C([N+](=O)[O-])=CC=C2C1=NC1(CCCCC1)N2O,8,7,-2,-2,.,10,-8,27,-0.7,-3.3
CCOC(=O)C1CCCN(c2c(N3CCC(N4CCCCC4)CC3)c(=O)c2=O)C1 (centres undefined),3,34,2,2,-1.2,9,-4,5,-0.1,-0.3
CC(=O)Nc1cc(-n2cnnn2)ccc1C,-8,15,6,-6,0.6,-5,0,-8,-0.8,-0.9

Compounds listed so far with two or more sulfur atoms, in the order listed:
mol,MazF activator,VHR inh abs,3CLpro inhibitor,FBA Mtb inh,BioA inh,GDH-TPI inh,Rv3671c protease,SSB-PriA inh,BH1578 lux ind,Mtb UGM inh
NC(=O)c1ccsc1NC(=O)c1cccs1,1,.,-4,-2,1.7,19,-10,-12,-0.3,-0.7
O=C(O)c1ccc(NC2=C/C(=N/S(=O)(=O)c3cccs3)c3ccccc3C2=O)cc1,3,.,.,-6,0.8,18,.,.,-1.4,.

The list goes on.
mol,MazF activator,VHR inh abs,3CLpro inhibitor,FBA Mtb inh,BioA inh,GDH-TPI inh,Rv3671c protease,SSB-PriA inh,BH1578 lux ind,Mtb UGM inh
CC1CC(=S)Nc2ccccc2S1 (centres undefined),-2,9,3,0,-0.7,3,8,14,-0.6,0.7
Nc1c(/C=C2/C=CC(=O)C(O)=C2)c(=O)nc2sc(CC(=O)N3CCOCC3)nn12,-23,.,.,-2,-2.0,30,.,.,-2.6,.
O=C(CNC(=O)Cc1ccc(Cl)cc1)NCc1ccco1,3,40,2,-4,.,4,4,-4,-0.8,0.2
COc1cccc(CNc2nc(NCC3CC3)nc3ccsc23)c1,.,.,.,3,-1.3,17,.,.,i,.
CN(C)c1ccc(-c2csc(C(O)(c3ccccc3)C(F)(F)F)n2)cc1 (centres undefined),.,.,.,0,0.2,3,.,.,-0.8,.
C/C(=N\NC(=O)CSc1nc(C)cc(C)n1)c1cccc([N+](=O)[O-])c1,1,37,-3,2,.,3,12,.,-0.4,0.1
Cc1ccc(-c2ccc(SCC(=O)Nc3nonc3C)nn2)cc1,2,-1,-4,-1,-2.2,6,2,-11,-0.5,-2.3
COc1ccc(-n2c(SCC(=O)NCCC(C)C)nc3ccsc3c2=O)cc1,0,18,2,0,-0.1,-3,0,-12,14,-1.6
O=C(Cc1ncc(C(F)(F)F)cc1Cl)NCCc1ccccc1,1,-9,-6,-1,-1.0,-1,5,-4,i,-3.8
CCn1c(CCNC(=O)c2ccc(OC)cc2)nnc1SCc1ccc(Cl)cc1Cl,-6,17,-4,-1,1.3,10,-8,-3,-0.6,1.3
COc1ccc(CC(=O)Nc2cc(F)ccc2F)cc1S(=O)(=O)N1CCOCC1,2,.,.,3,1.5,11,.,.,i,.
OCC1(CCOc2ccccc2)CCN(Cc2cc(Cl)ccc2O)CC1,8,48,-3,5,-0.1,2,-4,2,i,-0.2
CCCn1c(SCC(=O)N(CC)CC)nnc1-c1ccncc1,-6,4,-3,6,.,8,0,-13,-0.3,-1.2
CCOc1c2ccc(C(=O)NCCCCc3ccccc3)cc2nn1C,-3,5,-1,60*,-0.5,10,-4,14,i,5.6
O=C(CSc1nc(-c2ccco2)cc(C(F)(F)F)n1)Nc1cccnc1,6,5,0,-1,19,32*,3,-5,-1.8,-1.1
Cc1ccc(NC(=S)NCc2ccc(F)cc2)c(C)c1,3,13,-4,1,0.6,7,1,5,i,0.3
CN1CCC(=NNC(=O)COc2ccc(Cl)cc2)CC1,3,2,0,7,.,-1,5,-3,i,0.4
O=S(=O)(c1ccc(Cl)c(Cl)c1)N1CCc2nc3ccccc3n2CC1,-27,0,0,-3,-1.2,7,.,-1,i,.
O=C(COC(=O)C1CC1)NCc1ccccc1Cl,-5,2,6,2,0.9,10,9,4,i,-0.4
CCSc1nc2ccccc2n1CC(=O)O,8,26,6,1,-0.3,0,-3,-5,-2.1,1.6
COC(=O)C1=C(c2ccc3ccccc3c2)C[C@@H]2CC[C@H]1N2C(=O)NCCO,-1,.,.,5,0.7,9,-12,-32,i,2.9
Cc1ccccc1N1CCN(C(=O)c2cc(C3CC3)nn2-c2ccccc2)CC1,-7,.,.,-2,1.1,-2,10,-7,i,0.8
Cc1ccc(NC(=O)Nc2ccc3c(c2)OCO3)nc1,-1,25,-4,-1,.,8,-6,10,1.1,-3.9
O=C1C=C(Nc2ccccc2C(=O)O)c2ccccc2C1=O,-9,17,5,38*,1.1,12,-71,2,-0.7,2.3
CCCC(=O)Nc1ccc(NC(=O)c2ccccn2)cn1,12,20,1,1,-1.5,7,1,-18,-0.6,0.8
CN(C)S(=O)(=O)N1CCC(Oc2cccc(C(=O)NCCCC3CCCC3)c2)CC1,-19,-2,3,1,-1.3,2,-3,-19,-0.3,1.3
CCS(=O)(=O)c1ccc2oc(SCC(=O)NC34CC5CC(CC(C5)C3)C4)nc2c1,-2,19,2,-2,2.0,8,-12,-4,-2.9,-0.8
O=C(CCNc1ccccc1)c1ccc2c(c1)OCO2,-4,5,6,1,-0.4,-7,0,12,.,0.9
Cc1cccc(C(C)(C)C)c1OCCOCCN1CCCC1,-4,-12,3,0,.,9,5,-1,-0.1,-1.9

Screening results from PubChem.
